KOR beta-arrestin-1: KOR agonists, beta-arrestin recruitment, primary screen, cell-based, luminescence, uHTS (AID 1777). hit rate 0.02% among 280,000. Kappa-type opioid receptor (Homo sapiens). one-dose activation, % at 10 µM; EC50 in µM for titrated hits. KOR beta-arrestin recruitment, luminescence; higher % means a stronger effect; in the data active = activation above about 50%, passing the limit was not always enough; also: a part of the inactive calls stands beside numbers as strong as those of hits
Dengue-2 NS5 capping: Dengue-2 NS5 methyltransferase inhibitors, primary screen, biochemical, confirmation dose response (AID 588689); Dengue-2 NS5 methyltransferase capping enzyme assay, biochemical; higher % means a stronger effect; one-dose inhibition, % at 25 µM; IC50 in µM for titrated hits; hit rate 0.3% among 340,000; Genome polyprotein (Dengue virus type 2 (strain 16681-PDK53)); in the data active = a potency from the dose series
GPR35 arrestin U2OS: GPR35 antagonists blocking zaprinast-driven arrestin recruitment, primary screen, imaging, U2OS, beta-arrestin-GFP, zaprinast agonist (AID 2058); G-protein coupled receptor 35 (Homo sapiens); U2OS GPR35 beta-arrestin-GFP translocation imaging, zaprinast antagonism; higher % means a stronger effect; one-dose inhibition, % at 10 µM; IC50 in µM for titrated hits; hit rate 0.052% among 290,000;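 active = inhibition of at least 50% with at least 30 cells and total cytoplasm GFP at most 10,000,000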
GPR55 LPI antagonism: GPR55 antagonists blocking LPI-driven arrestin recruitment, primary screen, imaging, U2OS, beta-arrestin-GFP, LPI agonist (AID 2013). U2OS GPR55 beta-arrestin-GFP translocation imaging, LPI antagonism; higher % means a stronger effect. inhibition, % at 10 µM, or IC50 in µM where a hit was titrated. hit rate 0.13% among 290,000;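 active = spots per cell inhibited over 60%, with over 100 cells counted and total cytoplasm intensity under 500,000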;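 also: U2OS cells stably carrying GPR55 and arrestin-GFP stimulated by 5 µM LPI near EC80; imaged beta-arrestin-GFP aggregate spots per cell after agonist stimulation; plate controls were LPI-stimulated DMSO wells for no effect and DMSO wells without LPI for full effect; some results filed as inactive read as strong as hits; confirmed hits need IC50 under 10 µM and bright autofluorescent wells are also inconclusive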
KOR beta-arrestin-2: KOR antagonists, beta-arrestin recruitment, cell-based, luminescence, uHTS (AID 1778). Kappa-type opioid receptor (Homo sapiens). KOR beta-arrestin recruitment, luminescence, antagonist mode; higher % means a stronger effect. one-dose inhibition, % at 10 µM; IC50 in µM for titrated hits. hit rate 0.091% among 290,000; in the data active = inhibition above about 50%; also: strong numbers were not always called active
NOD1 NF-kB reporter: NOD1 signaling inhibitors, primary screen, cell-based, luminescence, uHTS (AID 1578) | hit rate 1% among 290,000 | NOD1-driven NF-kB luciferase reporter cells, luminescence; higher % means a stronger effect | inhibition, % at 4 µM; hits with a dose series show EC50 in µM; in the data active = inhibition mostly above about 36%, no sharp cut-off; inactive = mostly below about 34%;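 also: HEK-293T reporter cells stimulated with the NOD1 agonist gamma-tri-DAP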
GPR55 activation: GPR55 agonists via beta-arrestin recruitment, primary screen, imaging, U2OS cells, beta-arrestin-GFP redistribution (AID 1961). one-dose activation, % at 10 µM; EC50 in µM for titrated hits. hit rate 0.048% among 290,000. U2OS GPR55 beta-arrestin-GFP redistribution imaging; higher % means a stronger effect;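 active = activation above 40% with more than 50 cells counted in the well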;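 also: U2OS osteosarcoma cells stably expressing GPR55 and beta-arrestin-GFP; plate controls were DMSO negative control for no effect and LPI positive control for full effect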
West Nile antiviral: West Nile virus antiviral activity, cell-based, CPE readout (AID 1621); hit rate 0.02% among 290,000; West Nile virus-infected cells, CPE inhibition; higher % means a stronger effect; CPE inhibition, % at 10 µM, or IC50 in µM where a hit was titrated; in the data active = a potency from the dose series; also: strong numbers were not always called active
HIV peptide binding: inhibitors of HIV fusion peptide binding, primary screen, biochemical, uHTS, fluorescence dequenching (AID 1986). cell-free peptide binding, fluorescence dequenching, 30 min; higher % means a stronger effect. hit rate 0.3% among 290,000. inhibition, % at 20 µM, or IC50 in µM where a hit was titrated; in the data active = inhibition mostly above about 52%, no sharp cut-off; inactive = mostly below about 76%; also: some results filed as inactive read as strong as hits
Dengue-2 NS5 capping pilot replicate: also measured in Dengue-2 NS5 capping; calls as there; inhibition, %; measured here: pilot screen replicate inhibition
* hit, by the source's call; x = not tested or not shown; [ ] = dose if it differs, or a comment.

SMILES	KOR beta-arrestin-1	Dengue-2 NS5 capping	GPR35 arrestin U2OS	GPR55 LPI antagonism	KOR beta-arrestin-2	NOD1 NF-kB reporter	GPR55 activation	West Nile antiviral	HIV peptide binding	others
Cc1onc(-c2ccccc2Cl)c1C(=O)O/N=C(\N)c1ccccc1	11%	-2%	9%	16%	-3%	-10%	-0.1%	2.1%	1.3%
CCN(CC)CCNC(=O)C(=O)Nc1cc2c3c(c1)CC(=O)N3CCC2	-4.3%	-4%	4%	-2%	1%	-4%	0.1%	0.0%	0.0%
O=C(COC(=O)[C@H](Cc1c[nH]c2ccccc12)NC(=O)c1cccs1)NCc1ccccc1	8.3%	0%	20%	-2%	-3%	-24%	-0.1%	0.4%	3.3%
O=C(Cc1ccc2c(c1)CCCC2)Nc1ccc2ccccc2c1	3.5%	0%	16%	-4%	-37%	-55%	0.2%	-0.7%	1.3%
O=C(Nc1cccc2ccccc12)c1ccccc1Cl	-5.1%	-4%	5%	5%	8%	-14%	-0.1%	1.3%	0.4%
CCN(c1cccc(C)c1)S(=O)(=O)c1ccc2c(c1)CCN2C(C)=O	-0.7%	0%	16%	18%	3%	-24%	-0.1%	-0.4%	1.5%
O=C(O)c1ccc(-c2nc(-c3ccccc3)c(-c3cccs3)[nH]2)cc1	x	-4%	-9%	-6%	-3%	-1%	-0.1%	0.3%	14%
O=C1CCC(C(=O)N2CCc3c(Cl)cccc3C2)CN1CCCN1CCOCC1 (centres undefined)	-0.3%	-8%	2%	-1%	-1%	-34%	-0.1%	-0.2%	2.5%
CCn1nc(NS(=O)(=O)c2cccc3nonc23)c2cc3ccc(C)cc3nc21	0.1%	11%	10%	-3%	-9%	-15%	-0.1%	0.2%	4.0%
CC(C(=O)Nc1ccc(OCc2ccccc2)cc1)N1CCCC1 (centres undefined)	0.5%	9%	-4%	12%	-16%	-17%	0.2%	0.7%	1.1%
COc1c(F)c(F)c(C(=O)O)c(Nc2cc(C)cc(C)c2)c1F	-4.1%	-2%	-4%	14%	-5%	-14%	-0.6%	0.7%	1.9%
Cc1nc(Cl)c(C#N)c2c1CCCC2	1.5%	-6%	-7%	-5%	-21%	15%	0.0%	0.1%	-1.6%
Cc1ccc(C)c(N2CC(C(=O)Nc3cc(C)on3)CC2=O)c1 (centres undefined)	2.6%	0%	-6%	4%	-18%	-41%	0.0%	-0.2%	-0.1%
CCn1c(=N)n(CC(=O)c2ccc(Br)s2)c2ccccc21	4.0%	-1%	2%	6%	-33%	-10%	0.0%	-0.7%	-1.0%
CCN(CC)S(=O)(=O)c1cccc(-c2nnc(SCC(=O)NC3CCCC3)n2N)c1	4.4%	-3%	13%	3%	-5%	-21%	0.0%	0.3%	4.2%	Dengue-2 NS5 capping pilot replicate=-2.7
COc1ccc(NC(=O)CN2C(=O)COc3ccc(C)cc32)cc1	7.8%	3%	-1%	-5%	-64%[20 µM]	-20%	-0.3%	-1.3%	0.7%	Dengue-2 NS5 capping pilot replicate=-0.9
CC(C)(C)OC(=O)N[C@@H](COCc1ccccc1)C(=O)N[C@@H](CO)[C@H](O)[C@@H]1C[C@@H]1C(=O)NC1CCCCC1	-4.1%	2%	-8%	-13%	-15%[20 µM]	-21%	0.0%	-0.7%	0.7%
COC(=O)c1sc(NC(=O)COc2ccccc2OC)nc1C	-3.8%	1%	-2%	8%	5%	-24%	-0.1%	0.2%	1.1%
CCN(CC)CCSc1nc2ccc(OC)cc2[nH]1	x	-3%	1%	11%	25%	-6%	-0.1%	0.0%	-1.4%
O=C(N/N=C/c1ccc(-c2ccc(Br)cc2)o1)c1ccc2c(c1)OCO2	-3.6%	8%	15%	3%	-20%	-13%	0.9%	0.8%	2.8%
CCc1sc(C(=O)Nc2ccc(NC(C)=O)cc2)cc1C	-0.9%	-10%	20%	-13%	-3%	1%	-0.1%	x	1.5%
CC(Sc1nnnn1-c1ccc(O)cc1)C(=O)NC1CCCCC1C (centres undefined)	3.5%	-7%	10%	9%	-8%	-46%	0.3%	-0.2%	-0.8%
Nc1c(-c2ccsc2)cnc2ncnn12	0.0%	-4%	-2%	6%	-12%	-33%	-0.1%	-0.2%	1.7%
COc1cc2c3c(c1)-c1c(sn(-c4cc(OC)ccc4OC)c1=S)C(C)(C)N3C(=O)C2=O	-2.3%	62µM*	10%	6%	-36%	23%	1.4%	0.0%	-1.2%	Dengue-2 NS5 capping pilot replicate=3.6*
CCOC(=O)C1(C)NC(c2ccc(N(C)C)cc2)C2C(=O)N(CC)C(=O)C21 (centres undefined)	3.1%	-1%	7%	-1%	-4%	-14%	0.7%	-0.3%	1.2%
CCOP(=O)(OCC)C(Nc1ccc([N+](=O)[O-])cc1)c1ccc(Cl)cc1 (centres undefined)	-4.1%	-5%	0%	14%	23%	-22%	0.1%	-1.0%	-0.2%
CCOC(=O)/C=C/C(=O)Nc1ccc(-c2nnc3n2CCCCC3)cc1	-4.7%	-3%	-6%	2%	-26%	-12%	0.0%	0.1%	-0.1%
Cc1cc(N/N=C2\CC(C)CC(C)(C)C2)nc2ccccc12 (centres undefined)	-9.2%	-17%	0%	21%	16%	-8%	-0.4%	-1.1%	-0.9%
CC(NC(=O)CSc1cccc(C(F)(F)F)c1)c1ccccc1 (centres undefined)	3.9%	2%	4%	3%	-53%	42%	-0.3%	-1.5%	0.3%
Cc1cc2c(cc1S(=O)(=O)N1CC(C)CC(C)C1)OCC(=O)N2 (centres undefined)	-1.9%	-1%	4%	4%	-15%[20 µM]	-14%	0.0%	-0.7%	-0.1%

Pulled by structure from the entries so far (four):
SMILES	KOR beta-arrestin-1	Dengue-2 NS5 capping	GPR35 arrestin U2OS	GPR55 LPI antagonism	KOR beta-arrestin-2	NOD1 NF-kB reporter	GPR55 activation	West Nile antiviral	HIV peptide binding	others
Nc1c(-c2ccsc2)cnc2ncnn12	0.0%	-4%	-2%	6%	-12%	-33%	-0.1%	-0.2%	1.7%
CCOP(=O)(OCC)C(Nc1ccc([N+](=O)[O-])cc1)c1ccc(Cl)cc1 (centres undefined)	-4.1%	-5%	0%	14%	23%	-22%	0.1%	-1.0%	-0.2%
CC(NC(=O)CSc1cccc(C(F)(F)F)c1)c1ccccc1 (centres undefined)	3.9%	2%	4%	3%	-53%	42%	-0.3%	-1.5%	0.3%
Cc1cc2c(cc1S(=O)(=O)N1CC(C)CC(C)C1)OCC(=O)N2 (centres undefined)	-1.9%	-1%	4%	4%	-15%[20 µM]	-14%	0.0%	-0.7%	-0.1%

The listing continues:
SMILES	KOR beta-arrestin-1	Dengue-2 NS5 capping	GPR35 arrestin U2OS	GPR55 LPI antagonism	KOR beta-arrestin-2	NOD1 NF-kB reporter	GPR55 activation	West Nile antiviral	HIV peptide binding	others
COc1ccc(CCNC(=S)N2CCC(C(=O)c3ccc(F)cc3)CC2)cc1OC	0.2%	1%	-7%	-11%	-25%	13%	0.2%	-1.8%	-1.0%
O=C(CCOc1ccccc1)Nc1ccc([N+](=O)[O-])cc1	-0.7%	-1%	-11%	5%	-29%	-47%	-0.3%	-0.5%	0.1%
O=C(NCCN1CCOCC1)c1csc2c1CCCC2	-1.2%	-4%	-10%	18%	3%	-21%	-0.2%	0.4%	2.8%
Oc1ccccc1-c1cc(-c2ccco2)[nH]n1	x	-2%	11%	9%	8%	-79%	-0.1%	-0.1%	29%
CN(C)S(=O)(=O)N1CCN(c2ccnc3cc(Cl)ccc23)CC1	-1.2%	3%	-3%	4%	-37%[20 µM]	31%	1.1%	-1.0%	-1.5%
COC(=O)c1ccc(NC(=O)c2cccc(NC(=O)c3ccco3)c2)cc1	-3.1%	-5%	-2%	x	12%	-5%	0.7%	-1.0%	19%
Cc1ccnc(Nc2nc(-c3c(C)nc4sccn34)cs2)c1	2.1%	-8%	-7%	7%	12%	-2%	-0.2%	2.3%	-2.0%	Dengue-2 NS5 capping pilot replicate=3.6
Cc1nnc(SC(C)C)n(N)c1=O	4.7%	-2%	-4%	-14%	-22%	-37%	-1.1%	-0.3%	0.4%
Cc1occc1-c1nnc(SCC(=O)NC2CCCC2)n1-c1ccccc1	-1.3%	-9%	-9%	3%	-34%	-30%	0.2%	-0.4%	0.9%
COc1ccc(/C(C)=N/NC(=O)CNC(=O)c2ccco2)cc1	2.4%	-2%	-3%	-9%	-4%	-8%	-0.1%	-0.1%	1.1%
O=C(CSc1nnc(CNc2ccc(Cl)cc2)o1)Nc1nc2ccccc2s1	2.6%	3%	17%	-3%	-12%	-14%	-0.2%	0.8%	1.4%
COC(=O)c1cccc(C23CC4(C2)[C@H](CN(Cc2cccnc2)[C@@H]4c2ccccc2)C3c2ccc(Cl)nc2)c1 (some centres undefined)	0.3%	-6%	7%	-4%	-4%	4%	-0.1%	0.0%	0.2%
COc1ccc(N2CCN(C(=O)Cn3cnc4c(cnn4-c4ccccc4)c3=O)CC2)cc1	-0.3%	4%	0%	-12%	14%	-30%	-0.4%	0.7%	0.6%
Cn1c(N2CCOCC2)c(/C=N/OC(=O)c2ccc(F)cc2)c2ccccc21	-1.1%	3%	-9%	15%	13%	x	-0.1%	-1.8%	-3.5%	Dengue-2 NS5 capping pilot replicate=-5.8
CN(C)c1cc(-c2ccc([N+](=O)[O-])cc2)oc(=O)c1Cl	20%	25%	2%	5%	11%	7%	0.0%	-0.8%	-1.4%
CC(=O)Nc1ccc(NC(=O)CSc2ccc(-c3cccnc3)nn2)cc1	-0.9%	-3%	-9%	2%	7%	-30%	-0.1%	0.0%	-0.9%
CCOC(=O)c1ccc(CNCc2ccc(Br)cc2)cc1	2.7%	-1%	-19%	4%	-31%	-20%	0.0%	-0.5%	1.4%
C/C(=N\NC(=S)NC1CCCCC1)c1ccc(O)cc1	-1.4%	7%	-10%	-3%	-6%	-25%	-0.2%	-1.0%	-1.2%
COc1ccccc1/C=C/C=N/n1c(C)nnc1C	1.7%	-6%	7%	1%	-20%[20 µM]	-16%	0.1%	0.1%	-1.4%
CN1C(=O)CCC1(O)c1ccccc1 (centres undefined)	0.7%	-2%	-10%	7%	39%	-3%	0.0%	0.0%	-1.7%
Cc1c(C)[n+](=O)c2c(n1[O-])CCC2	-3.7%	-5%	-5%	5%	12%	-6%	0.6%	0.2%	10%
Cc1ccc(NC(=O)CSc2nnc(CNC(=O)c3ccco3)o2)cc1Cl	-2.4%	3%	-1%	3%	-36%	-20%	0.5%	0.1%	0.8%
C=C1N(c2ccc(Cl)cc2)C(=O)OC1(C)C	3.7%	4%	-5%	-3%	-33%	16%	0.0%	-0.1%	-2.0%
COc1ccc2c(CC(=O)N[C@@H](Cc3ccccc3)C(=O)O)cc(=O)oc2c1	-3.3%	-3%	4%	7%	-19%	2%	-0.1%	-0.3%	-1.1%
Oc1cccc(Nc2nc(N3CCOCC3)nc(N3CCOCC3)n2)c1	-7.9%	2%	-11%	6%	6%[20 µM]	-10%	-0.1%	0.9%	-0.8%

An excerpt. The share of hits here may be higher or lower than overall.
